All columns: NCI-60 one-dose screen, growth in % after 48 h at 10 µM unless noted; 100 = growth as untreated, 0 = no growth, -100 = all killed.
TK-10: TK-10 renal cancer cells; actives 3.9% (n = 81,000); AID 1794769
HCT-116: HCT-116 colon cancer; actives 7.3% (n = 82,000); AID 1794798
SW-620: SW-620 colon cancer; AID 1794795; actives 5.2% (n = 82,000)
HCC-2998: HCC-2998 colon cancer; actives 4.7% (n = 79,000)
HT29: HT29 colon cancer; actives 7.4% (n = 81,000); AID 1794748
SN12C: SN12C renal cancer cells. actives 3.8% (n = 81,000)
786-0: 786-0 renal cancer cells; actives 5.1% (n = 81,000)
UO-31: UO-31 renal cancer; actives 5.2% (n = 81,000); AID 1794768
HCT-15: HCT-15 colon cancer | actives 5.2% (n = 82,000) | AID 1794746
* hit, by the source's call; nt = not tested or not shown. The calls were made as follows: active = growth percent below 10; inactive = the rest.

compound | TK-10 | HCT-116 | SW-620 | HCC-2998 | HT29 | SN12C | 786-0 | UO-31 | HCT-15
N#CC1=C(c2ccco2)Nc2c(c(-c3ccccc3)nn2-c2ccccc2)C12C(=O)Nc1ccc(Br)cc12 (stereo not given) | 66 | 5.1* | 46 | 92 | 49 | 5.1* | 43 | 60 | 39
COC(=O)[C@@H]1[C@H](O)[C@H](C)[C@H](O)[C@H](C)/C=C\C=C(C)C(=O)Nc2c(C)c(OC(C)=O)c3c(c2O)C(=O)C(C)=C2OCOC(=C23)C(C)=C[C@@](C)(O)[C@H](O)[C@@H](C)[C@H]1OC(C)=O | 74 | 56 | 117 | 118 | 110 | 112 | 111 | 101 | 118
COc1cc(C(=O)Nc2n[nH]c(-c3cccc(Cl)c3)n2)cc(OC)c1OC | 103 | 98 | 95 | 93 | 93 | 101 | 95 | 86 | 100
CNCCNc1nc2ccccc2c2c(=O)c3cc(F)ccc3sc12 | 60 | 0.3* | -63* | -42* | -31* | 67 | 43 | 41 | 14
CCCCCCNC(=O)N/C(N)=N/c1nc2ccccc2s1 | 88 | 84 | nt | 103 | 89 | 87 | 83 | 80 | 92
CN(C)Cc1cccs1 | 101 | 89 | 108 | 97 | 104 | nt | 103 | 83 | 106
O=C(Nc1ccc(-n2cnc3cc(-c4ccc(O)cc4)ccc32)cc1)NC1CC1 | 115 | 102 | 110 | 112 | 101 | 102 | 103 | 87 | 99
CN(C)B(N(C)C)N(C)C | 98 | 111 | 100 | 116 | 102 | 88 | 101 | 91 | 100
COc1ccc2c(c1)c(-c1nc(-c3cn(C)c4c(Cl)nccc34)cs1)cn2C(=O)OC(C)(C)C | 125 | 76 | 108 | 96 | 100 | 96 | 101 | 85 | 78
COCCCNc1nc(NC(=O)c2cc(OC)cc(OC)c2)cc(-c2cccnc2)n1 | 87 | 90 | 101 | 110 | 95 | 95 | 83 | 57 | 90
Cc1ccc(C(=O)NNC(=O)CSc2nc3ccccc3c(=O)[nH]2)cc1 | 107 | 107 | 103 | 105 | 111 | 94 | 95 | 75 | 103
CC(=O)c1nc(Nc2ccc(Cl)cc2)sc1C | 126 | 99 | 100 | 101 | 105 | 97 | 102 | 75 | 96

(listing goes on)
compound | TK-10 | HCT-116 | SW-620 | HCC-2998 | HT29 | SN12C | 786-0 | UO-31 | HCT-15
CCOC1CCCC(n2cnc3c(=S)nc[nH]c32)O1 (stereo not given) | 99 | 95 | 102 | 106 | 110 | 102 | 100 | 88 | 102
c1ccc(-c2nc3ccccc3nc2-c2ccc(Sc3ccc(-c4nc5ccccc5nc4-c4ccccc4)cc3)cc2)cc1 | 142 | 102 | 100 | 99 | 104 | 100 | 104 | 67 | 107
COc1ccc(S(=O)(=O)N2C(=O)N[C@H](OC)[C@H]2OC)c(OC)c1 | 100 | 102 | 107 | 107 | nt | 100 | 110 | 94 | 107
O=C(c1ccc(Br)cc1)C1C(c2ccc(Cl)cc2)C2CCCN2C12C(=O)Nc1ccccc12 (stereo not given) | 91 | 41 | 65 | 84 | 40 | 41 | 76 | 35 | 56
COc1ccc(C(=O)/C=C/c2ccc(Oc3nc(NCCO)nc(N4CCOCC4)n3)c(OC)c2)cc1 | 140 | 11 | 0.4* | 100 | 35 | 86 | 100 | 67 | 36
CCCN(CCC)c1ccc(/C=C/c2ccc3cc(OCC)ccc3n2)cc1 | 116 | 70 | 90 | 94 | 67 | 91 | 91 | 72 | 79
CCOC(=O)C1=C(C(=O)c2ccc(C)cc2)C(c2ccc(Cl)cc2Cl)C(C(=O)c2ccc(C)cc2)=C(C(=O)OCC)N1 | 125 | 82 | 97 | 107 | 109 | 93 | 85 | nt | 89
CCC(C)NCCCCCNc1cc(OC)cc2cccnc12 (stereo not given) | 93 | 105 | 102 | 100 | 92 | 110 | 96 | 69 | 107
CCOC(CCC#N)c1ccc(C)cc1 (stereo not given) | 115 | 109 | 102 | 104 | 104 | 106 | 108 | 90 | 116
CS(=O)(=O)c1nccc(-c2c(-c3ccc(OCCc4ccccc4)cc3)nc3sccn23)n1 | nt | 100 | 94 | 106 | 88 | 90 | 99 | 91 | 103
O=C(O)C(c1ccccc1)C(O)C1CCCCC1 (stereo not given) | 111 | 102 | 105 | 107 | 103 | 99 | 105 | 93 | 101
CC12CCC3C(CCC4=C(O)C(=S)CCC43C)C1CCC2=S (stereo not given) | 98 | 87 | 107 | 127 | 112 | 181 | 98 | 79 | 106

Retrieved one by one from above, 6 records:
compound | TK-10 | HCT-116 | SW-620 | HCC-2998 | HT29 | SN12C | 786-0 | UO-31 | HCT-15
O=C(O)C(c1ccccc1)C(O)C1CCCCC1 (stereo not given) | 111 | 102 | 105 | 107 | 103 | 99 | 105 | 93 | 101
CCOC(=O)C1=C(C(=O)c2ccc(C)cc2)C(c2ccc(Cl)cc2Cl)C(C(=O)c2ccc(C)cc2)=C(C(=O)OCC)N1 | 125 | 82 | 97 | 107 | 109 | 93 | 85 | nt | 89
c1ccc(-c2nc3ccccc3nc2-c2ccc(Sc3ccc(-c4nc5ccccc5nc4-c4ccccc4)cc3)cc2)cc1 | 142 | 102 | 100 | 99 | 104 | 100 | 104 | 67 | 107
CCOC(CCC#N)c1ccc(C)cc1 (stereo not given) | 115 | 109 | 102 | 104 | 104 | 106 | 108 | 90 | 116
COc1ccc(C(=O)/C=C/c2ccc(Oc3nc(NCCO)nc(N4CCOCC4)n3)c(OC)c2)cc1 | 140 | 11 | 0.4* | 100 | 35 | 86 | 100 | 67 | 36
O=C(c1ccc(Br)cc1)C1C(c2ccc(Cl)cc2)C2CCCN2C12C(=O)Nc1ccccc12 (stereo not given) | 91 | 41 | 65 | 84 | 40 | 41 | 76 | 35 | 56

Further results.
compound | TK-10 | HCT-116 | SW-620 | HCC-2998 | HT29 | SN12C | 786-0 | UO-31 | HCT-15
Cc1ccc(C(C)O)cc1 (stereo not given) | 104 | 107 | 103 | 107 | nt | 104 | 104 | 93 | 115
CNC(=O)c1c(NC(=O)c2ccc(C(C)(C)C)cc2)sc2c1CCC(=O)C2 | 40 | 0.2* | -62* | 23 | 3.6* | 7.8* | 29 | -96* | -20*
COc1ccc(-n2nc3c(c2-c2ccc(OC)c(OC)c2)-c2oncc2CC3)cc1 | 103 | 88 | 99 | 104 | 80 | 88 | 78 | 79 | 56
Nc1c(I)c(I)c(S(=O)(=O)O)c(I)c1I | 97 | 104 | 103 | 93 | 114 | 104 | 113 | 89 | 115
COc1ccc(/C(C)=C(\c2ccc(Cl)cc2)c2ccc(OCCN3CCCCCC3)cc2)cc1 | 74 | 38 | 45 | 82 | 8.6* | 55 | 60 | 46 | 27
CCOc1ccccc1Nc1cc(Cl)nc(N)n1 | 112 | 99 | 103 | 118 | 109 | 94 | 98 | 81 | 98
N/C(=N\c1nc(=O)c2ccccc2c(=O)[nH]1)N1CCCCC1 | 98 | 108 | 104 | 97 | 103 | 101 | 99 | 90 | 98
CC12CCC3C(=CCc4cc(O)ccc43)C1C/C(=N\O)C2O (stereo not given) | 119 | 104 | 109 | 106 | 110 | 101 | 109 | 100 | 107
O=C1/C(=C\C(Cl)=C/c2ccc([N+](=O)[O-])cc2)SC(=S)N1CCc1ccc(O)cc1 | -33* | -77* | -30* | -92* | -15* | -9.2* | -46* | -91* | -50*
Cc1nc2c(cnn2-c2ccccc2)c(=O)n1-c1ccc(NC(=O)c2ccco2)cc1 | 95 | 85 | 100 | 108 | 91 | 88 | 93 | nt | 93
COc1ccc(C2CC(=O)Nc3c2cnn3C)cc1 (stereo not given) | 105 | 108 | 103 | 100 | 113 | 102 | 101 | 87 | 101
CNC1=C([N+](=O)[O-])C(c2ccc(C#N)cc2)C(C#N)=C(c2ccc[nH]2)O1 (stereo not given) | 121 | 99 | 100 | 103 | 109 | 102 | 102 | 81 | 95

Following part.
compound | TK-10 | HCT-116 | SW-620 | HCC-2998 | HT29 | SN12C | 786-0 | UO-31 | HCT-15
N#Cc1c2c(nn(-c3ccccc3)c1=O)C(O)=C([N+](=O)[O-])C(c1ccoc1)C2 (stereo not given) | 143 | 98 | 95 | 126 | 114 | 90 | 97 | 66 | 85
O=C(Cn1c(=O)[nH]c2ccccc2c1=O)NCC(=O)NN=C1CCCCC1 | 100 | 94 | nt | 107 | 107 | 97 | 96 | 80 | 102
NS(=O)(=O)c1ccc(CCn2c(SCC(=O)c3ccccc3)nc3ccccc3c2=O)cc1 | 105 | 89 | 110 | 97 | 100 | 101 | 100 | 87 | 98
OC1CCC(c2ccccc2)CC1 (stereo not given) | 104 | 108 | 98 | 104 | 101 | 104 | 100 | 86 | 106
COc1c(O)cc2oc3cc(O)c(CC=C(C)C)c(O)c3c(=O)c2c1C/C=C(\C)CCC=C(C)C | 37 | -30* | 42 | -0.1* | 27 | -8.9* | 30 | 58 | 73
Clc1ccccc1CN1CCCC1 | 99 | 103 | 102 | 107 | 101 | 95 | 96 | 93 | 105
NNC(=O)CSc1ncnc2c1c(-c1ccccc1)cn2-c1ccc(Cl)cc1 | 110 | 89 | 105 | 119 | 101 | 111 | 93 | 70 | 96
CCn1cc(C2NC(=O)c3cc(F)ccc3N2)c2cccc(Cl)c21 (stereo not given) | 50 | 8.1* | 21 | 7.6* | 3.3* | 30 | 42 | 43 | 9.9*
Cc1ccc(Nc2nc(-c3ccccn3)cs2)cc1 | 114 | 109 | 106 | 125 | 106 | 99 | 101 | 101 | 100
O=C(Oc1ccc[nH]c1=O)c1ccc(F)cc1 | 102 | 102 | 99 | 108 | 106 | 98 | 102 | 91 | 93
CCCC(=O)OC(NC(=O)NC(OC(=O)CCC)C(Cl)(Cl)Cl)C(Cl)(Cl)Cl (stereo not given) | 89 | 94 | 101 | 116 | 85 | 100 | 103 | 75 | 102
COc1cc(OC)c(C(=O)/C=C/c2ccc(C#N)cc2)c(OC)c1 | 19 | 10 | 9.2* | 37 | 3.7* | 20 | 11 | 32 | 9.7*

Filtered by structure: those above containing bromine
compound | TK-10 | HCT-116 | SW-620 | HCC-2998 | HT29 | SN12C | 786-0 | UO-31 | HCT-15
N#CC1=C(c2ccco2)Nc2c(c(-c3ccccc3)nn2-c2ccccc2)C12C(=O)Nc1ccc(Br)cc12 (stereo not given) | 66 | 5.1* | 46 | 92 | 49 | 5.1* | 43 | 60 | 39
O=C(c1ccc(Br)cc1)C1C(c2ccc(Cl)cc2)C2CCCN2C12C(=O)Nc1ccccc12 (stereo not given) | 91 | 41 | 65 | 84 | 40 | 41 | 76 | 35 | 56

Next part
compound | TK-10 | HCT-116 | SW-620 | HCC-2998 | HT29 | SN12C | 786-0 | UO-31 | HCT-15
Cc1ccc2oc(=O)cc(/C=N\Nc3nc(-c4ccc(Cl)cc4Cl)cs3)c2c1 | 111 | 98 | 96 | 104 | 103 | 93 | 95 | 80 | 99
O=C(CNc1ccc(Br)cc1)Cn1cc(COc2ccc(C=Nc3cnc4ccccc4c3)cc2)nn1 | 110 | 107 | 105 | 107 | 110 | 104 | 102 | 86 | 108
CCc1c(Nc2ccccc2Cl)[nH]c(N)nc1=S | 108 | 95 | 108 | 92 | nt | 91 | 103 | 72 | 96
Nc1cnc(C(=O)NNc2nc3cc(F)ccc3n3cccc23)cn1 | 51 | 36 | 36 | 48 | 35 | 47 | 38 | 8.2* | 25
CCCCCCCCCCCC(=O)NCCCN(C)C | 96 | 68 | 102 | 79 | 65 | 87 | 91 | 85 | 94
CCOP1(=O)CC(C)=C(Cl)C(P(=O)(O)O)C1 (stereo not given) | 117 | nt | 110 | 94 | 104 | 99 | nt | 42 | 98
Cc1ccc(Nc2c(C(N)=O)cnc3ccc(C(=O)/C=C/c4ccc(Cl)cc4)cc23)cc1 | 97 | 97 | 99 | 101 | 105 | 111 | 97 | 91 | 95
O=C(Nc1cccc([N+](=O)[O-])c1)c1cc2ccccc2cc1O | 17 | 7.4* | 6.2* | nt | 13 | 1.0* | 8.1* | 4.6* | 13
N#CC1=C(N)Oc2c(c(=O)[nH]c3ccc(Cl)cc23)C12C(=O)Nc1ccccc12 (stereo not given) | 97 | 95 | 101 | 99 | 97 | 97 | 108 | 74 | 102
CCCCCOC(=O)c1cccc(NC(=O)CN(CC)CC)c1 | 83 | 75 | 105 | 99 | 80 | 106 | 81 | 89 | 107
COc1cc2c(cc1OCCCCN1CCN(CC(=O)Nc3ccc(Cl)cc3C(=O)c3ccccc3Cl)CC1)N=CC1CCCN1C2=O (stereo not given) | -90* | -66* | -57* | nt | -61* | -81* | -94* | nt | -66*
CCN1CCN(c2nc3ccccc3c3c(=O)c4cc(F)ccc4sc23)CC1 | 85 | 55 | 37 | 65 | 28 | 81 | 61 | 44 | 48

Remaining list, next part
compound | TK-10 | HCT-116 | SW-620 | HCC-2998 | HT29 | SN12C | 786-0 | UO-31 | HCT-15
N#CCNc1ccc(C(=O)O)cc1 | 97 | 103 | 103 | 104 | 101 | 103 | 104 | 101 | 105
COc1ccc2[nH]cc(/C=C3/C(=O)Nc4ccc(Cl)cc43)c2c1 | 22 | 13 | 54 | 44 | 18 | 77 | 43 | 66 | 30
CC(C)NS(=O)(=O)c1ccc(NCc2ccccc2F)c([N+](=O)[O-])c1 | 102 | 92 | 101 | 95 | 106 | 110 | 98 | 65 | 88
O=C(OCC1OC(n2cnc3c(Cl)ncnc32)C(OC(=O)c2ccccc2)C1OC(=O)c1ccccc1)c1ccccc1 (stereo not given) | 125 | 90 | nt | 92 | 94 | 107 | 99 | 107 | 74
C#CC(O)c1ccccc1 (stereo not given) | 100 | 102 | 102 | 125 | 105 | 104 | 96 | 101 | 103
Cc1ccc(NC(=O)N/N=c2\cc(C)c3ccc(O)cc3o2)c(C)c1 | 105 | 100 | 109 | 87 | 97 | 92 | 101 | 84 | 108
CCCCCc1ccc(S(=O)(=O)Nc2ccc3nc(N)oc3c2)cc1 | 85 | 43 | 77 | 99 | 89 | 59 | 72 | 36 | 83
Nc1[nH]n2cc(-c3ccc(Cl)cc3)nc2c1N=Nc1ccc(S(N)(=O)=O)cc1 | 73 | 86 | 84 | 90 | 88 | 89 | 72 | 78 | 86

High-throughput results deposited in PubChem by NCI.
